# From PubChem
# Large T inhibition: TAg ATPase/helicase activity blockers – biochemical (AID 1903). SV40 large T antigen ATPase/helicase inhibition assay; higher % means a stronger effect. hit rate 0.39% among 310,000. inhibition, % at 20 µM, or IC50 in µM where a hit was titrated; in the data active = a potency from the dose series; inconclusive = inhibition mostly from about 32% at the one dose, without a potency; inactive = the rest, 99 in 100 with inhibition below about 32%; also: strong numbers were not always called active
# PhoP inhibition: inhibitors of PhoP regulon expression, primary screen, Salmonella Typhimurium, GFP reporter (AID 1863) | S. Typhimurium PhoP-regulated promoter GFP reporter, 4 h; higher % means a stronger effect | one-dose inhibition, % at 50 µM; IC50 in µM for titrated hits | hit rate 0.16% among 300,000;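 active = inhibition over 29.93%, a cutoff 3 SD above the screen mean, later confirmed by dose response; inconclusive = inhibition over 29.93% but no dose response follow-up; inactive = inhibition at most 29.93% or unconfirmed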;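 also: 0% = low Mg2+ inducing control and 100% = high Mg2+ repressing control; strong numbers were not always called active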
# RSV CPE inhibition: inhibition of RSV-induced cytopathic effect – HEp-2 cells, primary 10 µM value included (AID 2391). HEp-2 cells, RSV-induced CPE inhibition; higher % means a stronger effect. one-dose CPE inhibition, % at 10 µM; IC50 in µM for titrated hits. hit rate 0.13% among 310,000; in the data active = a potency from the dose series; inconclusive = CPE inhibition mostly from about 23% at the one dose, without a potency; inactive = the rest, 99 in 100 with CPE inhibition below about 21%; also: strong numbers were not always called active
# UTI89 phage lysis: inhibition of K1F phage lysis, E. coli UTI89, bacterial capsule biogenesis inhibitors, alamar blue (AID 488966); E. coli UTI89 K1F phage lysis, alamar blue, 2 h; higher % means a stronger effect; one-dose inhibition, % at 100 µM; IC50 in µM for titrated hits; hit rate 0.02% among 340,000;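 active = phage lysis inhibition, versus mean bacterial control, above a set limit; inconclusive = no clear call, values can overlap the other calls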;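 also: capsule biogenesis inhibitors block K1F phage lysis so surviving cells raise fluorescence; higher fluorescence means more inhibition of phage lysis; actives were called in the ten point dose series up to 300 µM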
# TNAP activation fold: human TNAP enzyme activators, primary screen, biochemical, luminescent, no phosphate acceptor, uHTS (AID 1001). purified TNAP, luminescent activation assay, no phosphate acceptor; higher activation fold means a stronger effect. activation fold at 20 µM, or EC50 in µM where a hit was titrated. hit rate 0.03% among 200,000; in the data active = activation fold from about 3, or a potency from the dose series; inactive = the rest, 99 in 100 with activation fold below about 1.6; also: many of its hits are not listed in these tables
# Myeloid diff 2: myeloid differentiation induction. ER-HoxA9 myeloid progenitors, lysozyme-GFP differentiation, flow cytometry. calls only at 10 µM. hit rate 1% among 360,000. AID 624256;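 active = normalized GFP-positive differentiation at or above the plate's own cutoff, the solvent-only control mean plus 3 SD; inconclusive = no clear call, values can overlap the other calls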;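 also: cells exposed to compound for four days before flow analysis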
# NTR1 agonist: NTR1-driven beta-arrestin-GFP spot formation – imaging, U2OS cells, high content, primary screen (AID 493036); agonist mode; P30989; activation, % at 20 µM; hit rate 0.17% among 330,000;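 active = activation at or above 40% of the spot to cytoplasm intensity ratio, with at least 20 cells analyzed; inconclusive = wells under 20 cells, flagged as cytotoxic or low count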;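 also: 0% = DMSO without peptide and 100% = 100 nM NTR1 peptide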
# Target sequence (P30989 whole entry, looked up): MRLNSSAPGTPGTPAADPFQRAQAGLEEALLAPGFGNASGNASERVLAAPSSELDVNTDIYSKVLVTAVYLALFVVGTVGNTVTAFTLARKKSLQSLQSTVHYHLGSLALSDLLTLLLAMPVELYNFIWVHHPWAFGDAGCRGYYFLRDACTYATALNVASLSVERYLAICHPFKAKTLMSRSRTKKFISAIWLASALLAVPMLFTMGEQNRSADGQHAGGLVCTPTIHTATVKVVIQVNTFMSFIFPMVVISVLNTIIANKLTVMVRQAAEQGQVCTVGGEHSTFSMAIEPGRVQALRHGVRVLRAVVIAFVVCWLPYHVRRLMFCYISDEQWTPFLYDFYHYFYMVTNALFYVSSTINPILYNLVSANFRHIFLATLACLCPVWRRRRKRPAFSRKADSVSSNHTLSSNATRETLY
# MgcRacGAP inhibition: MgcRacGAP GTPase-activating activity inhibitors, confirmation, biochemical, ADP Hunter fluorescence; MgcRacGAP-stimulated Rac1 GTP hydrolysis, ADP Hunter fluorescence; higher % means a stronger effect; GST-tagged Rac1 F28L mutant substrate; inhibition, % at 30 µM; hits with a dose series show IC50 in µM; hit rate 0.6% among 340,000; AID 624330;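 active = first-screen hits whose inhibition reached a set limit at any dose in the follow-up dose series; inconclusive = inhibition above the set first-screen limit but never retested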;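 also: fluorescence reports GDP produced by GAP-driven GTP hydrolysis; strong numbers were not always called active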
# T cell HTS: T cell immune modulation candidate; 2C CD8+ T cell-vesicle binding, flow cytometry; active compounds read low; calls only at 7 µM; hit rate 0.068% among 330,000; AID 2052;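 active = response, share of CD8 T cells binding vesicles, and their 90th percentile fluorescence all below set limits, cut at about 80% in these data, passing the limit was not always enough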
#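 Also added: QL9-peptide-loaded Drosophila micro-vesicles bearing Ld, ICAM-1 and B7-1; Test system: purified 2C TCR transgenic mouse naive CD8+ T cells; Measured by: cytometric PE anti-B7-1 and Alexa647 anti-CD8 signals after 1% paraformaldehyde fixation; Timing: binding step 1.5 h, 37 °C, antibody labelling 20 min, ice.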
# T cell HTS vesicle-bound %: recorded beside T cell HTS, whose call it bears; double positive events, %; measured here: CD8+ vesicle-bound cell fraction;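 binding gate set so that unloaded-vesicle control wells show 10% double positive cells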
# NTR1 agonist cell count 20 µM: further read-out of NTR1 agonist, marked with its call; cell count; measured here: cell count, cytotoxicity flag
# Myeloid diff 2 GFP+ MAC1+ %: also measured in Myeloid diff 2; calls as there; GFP+ MAC1+ double positive, %; measured here: differentiation confirmed by MAC1 staining
# The depositor's hits bear a star; i = inactive; u = inconclusive; x = not tested or not shown; [ ] = dose if it differs, or a comment.
SMILES,Large T inhibition,PhoP inhibition,RSV CPE inhibition,UTI89 phage lysis,TNAP activation fold,Myeloid diff 2,Myeloid diff 2 GFP+ MAC1+ %,NTR1 agonist,NTR1 agonist cell count 20 µM,MgcRacGAP inhibition,T cell HTS,T cell HTS vesicle-bound %
CCc1ccc(NC(=O)CSc2n[nH]c(=O)n2C2CC2)cc1,x,x,x,1.0%[50 µM],x,i,1.0,-0.1,45,4%,x,x
O=C(NC1CC1)C1CC(=O)N(C2CCCCC2)C1 (stereo not given),10%,4%,1.5%,-0.3%[50 µM],1.1,i,1.4,0.2,62,1%,i,8
Cc1nnsc1NC(=O)OCc1ccc(C(F)(F)F)cc1,-1%,0%,1.3%,11%,1.1,i,0.9,0.4,30,2%,i,28
CC1(OC(=O)C2CCCC2)C(=O)C=C2C=C(c3ccsc3)N(CCc3ccccn3)C=C2C1=O (stereo not given),4%,-5%,-2.4%,3.1%,x,i,1.6,-5.1,91,5%,i,29
O=C(NC(=S)NCC1CCCO1)c1cccs1 (stereo not given),7%,2%,-0.1%,3.5%,1.2,i,0.6,0.7,61,10%,i,41
Cc1c(NC(=O)c2cnn3c2NC(c2ccccc2)CC3C(F)(F)F)c(=O)n(-c2ccccc2)n1C (stereo not given),92%,-6%,0.6%,-0.6%,1.2,i,7.2,1.3,78,3%,i,36
CN(C(=O)Cn1cccc1C1=NC(c2ccccc2)CO1)c1ccccc1 (stereo not given),7%,1%,2.6%,0.1%,1,i,0.5,-0.6,91,-5%,i,59
Cc1nc(C)c(-c2csc(Nc3ccc(N)cc3)n2)s1,12µM*,16%,16%,0.9%,x,i,0.7,2.0,64,u,i,70
Cn1c(N)c(C(=O)COC(=O)CCOc2ccc(C(C)(C)C)cc2)c(=O)n(C)c1=O,-2%,-2%,-1.3%,1.4%,1.1,i,0.0,9.3,52,2%,i,53
O=C(/C=C/c1ccccc1)Nc1ccc2c(c1)OCCO2,22%,-10%,21%,-1.2%,1.1,i,0.5,0.5,52,10%,i,57
CC(C)(C)Sc1ccc([N+](=O)[O-])cc1C(=O)Nc1ccncc1,4%,-9%,0.3%,0.6%,x,i,0.5,0.7,57,8%,i,54
O=C(Cn1nnc(-c2ccc(OCc3ccccc3F)cc2)n1)N1CCOCC1,10%,2%,3.8%,-0.3%,1.1,i,1.6,2.1,67,-4%,i,34
COc1cccc(Oc2cc(NN3CCCCC3)c([N+](=O)[O-])cc2[N+](=O)[O-])c1OC,7%,5%,-1.1%,2.4%,x,i,0.6,3.2,60,6%,i,54
Cc1onc(-c2ccc(Cl)cc2)c1-c1ccnn1S(=O)(=O)c1cccc(C(F)(F)F)c1,0%,-10%,u,x,x,i,0.4,2.4,48,x,i,42
CCn1cc(/C=C(\NC(=O)c2ccccc2F)C(=O)N2CCOCC2)c2ccccc21,31%,-8%,1.1%,0.1%,x,i,1.4,0.6,84,11%,i,38
CCc1ccc(N(C(=O)c2csnn2)C(C(=O)NC(C)(C)C)c2ccncc2)cc1 (stereo not given),21%,-4%,0.9%,1.1%,1,i,1.9,-0.6,54,5%,i,10
COc1ccc(Cn2nnc3ccccc32)cc1,1%,-2%,0.4%,0.8%,x,i,2.3,-3.9,89,6%,i,58
CN(CC(=O)OCC(=O)c1c(N)n(C)c(=O)n(C)c1=O)S(=O)(=O)c1ccc(Cl)cc1,5%,-8%,1.7%,0.1%,1.1,i,0.5,-0.6,88,4%,i,57
CCC(c1nnnn1C1CCCC1)N1CCN(Cc2ccccc2)CC1 (stereo not given),7%,6%,-0.4%,1.2%,1.1,i,0.4,-1.8,82,5%,i,42
[O-]/[N+](=C\C=C\c1ccccc1)c1ccccc1,4%,-4%,6.9%,0.5%,x,i,1.8,0.2,98,1%,i,27
COc1ccc2c(C)nc(Nc3nc(C)c(C)c(=O)[nH]3)nc2c1,9%,-2%,-0.1%,0.3%,2.9,i,0.5,0.4,88,2%,i,44
Cc1csc(/C(=N\O)c2csc(C)n2)n1,1%,-4%,0.8%,0.4%,1.2,i,6.0,-0.5,55,3%,i,42
CCOc1ccc(S(=O)(=O)N2CCN(c3ccccc3OC)CC2)c2cccnc12,4%,-11%,0.8%,-1.7%,1.1,i,0.6,-0.6,58,4%,i,10
CC1(C)CC(=O)C2=C(C1)Nc1cc(C(=O)c3ccccc3)ccc1NC2c1ccccn1 (stereo not given),16%,-8%,0.2%,0.8%,1.1,i,3.7,0.2,57,2%,i,55
CCN1CCN(S(=O)(=O)c2ccc3[nH]c(=O)oc3c2)CC1,5%,5%,0.7%,-0.3%,1.1,i,1.9,-2.0,82,20%,i,34
# Following part.
SMILES,Large T inhibition,PhoP inhibition,RSV CPE inhibition,UTI89 phage lysis,TNAP activation fold,Myeloid diff 2,Myeloid diff 2 GFP+ MAC1+ %,NTR1 agonist,NTR1 agonist cell count 20 µM,MgcRacGAP inhibition,T cell HTS,T cell HTS vesicle-bound %
CCO/C=C/C(=O)N(C)CCC#N,2%,-3%,0.9%,0.3%,1.1,i,0.6,1.4,50,8%,i,45
Cc1ccc(S(=O)(=O)Cc2cc(F)c([N+](=O)[O-])cc2[N+](=O)[O-])cc1,4.9µM*,4%,14%,-0.4%,x,u,x,14,64,9%,i,16
Cc1oc(-c2ccccc2F)nc1CN1CCC(C(=O)NC2CCCCCCC2)CC1,5%,-1%,x,0.1%,1.3,i,1.7,x,x,6%,x,x
CC(=O)c1ccc(N2CCN(C(=O)[C@H](C)NC(=O)c3ccccc3Cl)CC2)cc1,21%,-4%,3.1%,0.4%,x,i,0.7,-1.2,41,1%,i,37
CS(=O)(=O)N(CC(=O)NCC1CCCO1)c1cc(Cl)ccc1Cl (stereo not given),6%,1%,1.3%,1.3%,1.1,i,0.4,0.2,29,11%,i,5
CN(C(=O)CSc1nnc(Cc2ccccc2F)n1N)C1CCS(=O)(=O)C1 (stereo not given),12%,-1%,2.0%,1.6%,1,i,0.9,-1.4,55,12%,i,17
Cc1ccc(S(=O)(=O)N2CCN(C(=O)NCc3ccc(F)cc3)CC2)c(C)c1,20%,-4%,2.1%,0.1%,x,i,2.5,1.2,94,5%,i,33
CCOC(=O)CN(C(=O)CNC(=O)c1ccco1)C(C(=O)NC1CCCCC1)c1cccnc1 (stereo not given),10%,2%,1.2%,0.1%,x,i,2.7,1.4,61,3%,i,35
CC(C)c1cc(C(=O)N2CCCC(Nc3ccc(F)c(F)c3)C2)nc(N)n1 (stereo not given),6%,-3%,1.4%,-0.1%,x,i,0.4,2.6,74,6%,i,19
COc1ccc(C(=O)COC(=O)CN2C(=O)C3CC=CCC3C2=O)c(OC)c1 (stereo not given),x,x,x,0.9%[50 µM],x,i,0.7,0.6,56,2%,i,37
O=C(CC(c1ccc(F)cc1)c1ccco1)N1CCOCC1 (stereo not given),3%,9%,1.6%,0.1%,1.1,i,0.7,-2.3,46,5%,i,42
Cc1nc(C(=O)N2CCC(n3nccc3NC(=O)Nc3ccccc3Cl)CC2)cs1,3%,0%,0.3%,0.3%,x,i,5.1,1.2,66,14%,i,27
COc1cc(NS(=O)(=O)c2cc3[nH]c(=O)c(=O)[nH]c3cc2C)cc(OC)c1OC,x,x,-0.2%,7.7%,x,i,2.4,1.7,60,-1%,i,46
COc1ccc(-n2cnnc2SCC(=O)NCc2cccs2)cc1,8%,2%,0.5%,0.7%,1,i,1.3,-0.3,40,14%,i,24
S=C(NNc1ccnc2cc(Cl)ccc12)Nc1ccc(Cl)cc1Cl,10%,10%,13%,0.1%,x,i,0.3,17,72,15%,i,26
CCOC(=O)c1cccc(NC(=O)CSc2nc3ccccc3c(=O)n2CCOC)c1,-3%,6%,2.8%,8.2%,1.1,i,1.2,-0.5,74,5%,i,52
Cc1nn(CC(=O)O)c(C)c1[N+](=O)[O-],x,x,2.0%,0.8%,1.1,i,1.1,-1.2,87,-2%,i,32
COc1ccc(C2C(C(=O)N3CCCCC3)CC(=O)N2c2ccc(OC)cc2)cc1 (stereo not given),5%,10%,-0.8%,0.0%,1,i,0.9,1.4,81,7%,i,19
CC(C)NC(=O)c1cnc(N2CCN(c3ccccn3)CC2)c2ccccc12,1%,-3%,2.5%,5.4%,0.9,i,1.4,1.3,77,3%,i,48
O=C(C[n+]1ccccc1)N1CCCc2ccccc21,16%,0%,-0.8%,-0.3%,1,i,0.0,1.0,42,-21%,i,27
S=C(Nc1ccc(Cl)c(Cl)c1)NC1CCN(Cc2ccccc2)CC1,21%,4%,-3.6%,-0.1%,1.2,u,x,21,39,17%,i,13
CC1(C)CC(CCNS(=O)(=O)c2ccccc2)(c2ccccc2)CCO1 (stereo not given),3%,14%,2.8%,3.2%,1.2,i,0.1,-1.8,45,3%,i,31
COc1cc(OC)cc(N(C(=O)c2ccco2)C(C(=O)NC2CCCC2)c2ccc(N(C)C)cc2)c1 (stereo not given),4%,2%,-0.5%,0.1%,1.2,i,0.7,-1.9,43,9%,i,13
Cc1[nH]c2ccccc2c1/C=N/NC(=S)NCc1ccccc1,12%,-9%,22%,-1.3%,1.1,i,0.5,13,39,14%,i,32
Cc1nnc(SCC(=O)Nc2ccccc2N2CCOCC2)s1,3%,-3%,0.5%,0.4%,1,i,0.9,0.0,77,2%,i,28
CCC(=O)N1CCc2cc(S(=O)(=O)N3CCN(c4cc(Cl)ccc4C)CC3)ccc21,6%,-8%,0.5%,0.1%,x,i,0.0,5.3,56,-2%,i,26
COC(=O)[C@H](Cc1ccccc1)NC(=O)Nc1ccc(S(N)(=O)=O)cc1,5%,-2%,0.9%,0.3%,1,i,1.5,-0.8,46,1%,i,10
O=C(NCCOc1ccccc1)c1cccc2c1C(=O)c1ccc(Cl)cc1S2(=O)=O,x,x,2.4%,0.5%,x,i,0.8,7.5,61,12%,i,61

# Only RSV CPE inhibition, Myeloid diff 2 and MgcRacGAP inhibition, for some of the entries so far:
Compound | RSV CPE inhibition | Myeloid diff 2 | MgcRacGAP inhibition
CC(=O)c1ccc(N2CCN(C(=O)[C@H](C)NC(=O)c3ccccc3Cl)CC2)cc1 | 3.1% | i | 1%
CS(=O)(=O)N(CC(=O)NCC1CCCO1)c1cc(Cl)ccc1Cl (stereo not given) | 1.3% | i | 11%

# Compounds were not picked by outcome, and some 2.3% of all compounds hit somewhere here.
